Bioassay records from PubChem BioAssay.
RGS4 pot: RGS4 potentiators or activators, primary screen, cell-based, HEK293 M3R inducible RGS4, calcium flux; carbachol calcium flux Fluo4; stronger effect = lower value; B-score at 10 µM; actives 0.92% (n = 310,000); AID 463111, 2010;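 active = B-score of the integrated calcium signal more than 4 SD below the library mean, with starting fluorescence not abnormally high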;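 also: negative B-score means reduced calcium response which marks RGS4 activation or potentiation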
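Assay system: HEK293 FlpIn-TREx cells, stable M3R, doxycycline-inducible RGS4 / Probe or stimulus: carbachol, ECmax concentration / Times: overnight RGS4 induction, 30 min dye load 37 °C, 20 min compound RT / Signal: kinetic calcium fluorescence imaging with Fluo4-AM dye, 2 µM / Measure: Agonist-evoked peak-minus-minimum fluorescence over baseline, integrated ratio, B score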
SKKanGAS inh: S. pyogenes SKKanGAS growth inhibitors in kanamycin, primary screen, streptokinase expression inhibitor project, SKKanGAS strain, BacTiter-Glo luminescence | AID 1662, 2009 | inhibition, % at 7.5 µM | actives 1.3% (n = 300,000) | 6 h;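 active = mean replicate score, as percent of positive control median, at least 50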;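 also: strain carries kanamycin resistance gene driven by streptokinase promoter and grows in 40 µg/ml kanamycin; loss of luminescence reflects streptokinase promoter inhibition or plain growth inhibition; 0% = median of DMSO wells and 100% = positive control at its reference dose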
MrgX1 antag: antagonists of human MrgX1 receptor, primary screen, HEK293 cells, Fluo-4 calcium flux; B-score at 10 µM; BAM8-22 antagonism; stronger effect = lower value; actives 1.3% (n = 310,000); Mas-related G-protein coupled receptor member X1 (Homo sapiens), Q96LB2;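 active = calcium-response B-score plate-corrected more than 3 library SD below zero, starting fluorescence within 5 deviations, no agonist response on first addition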;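 also: peak minus trough fluorescence over baseline after final BAM8-22 challenge near maximal dose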
HIF act: HIF pathway transcriptional activators, primary screen, cell-based, U2OS HRE-luciferase, luminescence. U2OS HRE-luciferase reporter; normalized: DMSO 0%, desferrioxamine 100%. activation, % at 7.5 µM (by protocol). actives 0.32% (n = 300,000). AID 1910, 2009;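 active = mean activation of at least 10% of the iron chelator positive control signal, with at least half of replicates also reaching 10%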
TRPC6 inhibitor: mouse TRPC6 channel inhibitors, primary screen, cell-based, HEK293, membrane potential dye; Short transient receptor potential channel 6 (Mus musculus), Q61143; actives 1.1% (n = 310,000); AID 2553, 2010; ACh-evoked depolarization; stronger effect = lower value; B-score at 10 µM;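 active = B-score under library mean minus 3 SD, initial fluorescence not abnormally high, positive integrated signal ratio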;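 also: B-score derived from integrated fluorescence ratio over the kinetic read; more negative B-score means stronger inhibition of depolarization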
Target sequence (Q61143 whole entry, looked up): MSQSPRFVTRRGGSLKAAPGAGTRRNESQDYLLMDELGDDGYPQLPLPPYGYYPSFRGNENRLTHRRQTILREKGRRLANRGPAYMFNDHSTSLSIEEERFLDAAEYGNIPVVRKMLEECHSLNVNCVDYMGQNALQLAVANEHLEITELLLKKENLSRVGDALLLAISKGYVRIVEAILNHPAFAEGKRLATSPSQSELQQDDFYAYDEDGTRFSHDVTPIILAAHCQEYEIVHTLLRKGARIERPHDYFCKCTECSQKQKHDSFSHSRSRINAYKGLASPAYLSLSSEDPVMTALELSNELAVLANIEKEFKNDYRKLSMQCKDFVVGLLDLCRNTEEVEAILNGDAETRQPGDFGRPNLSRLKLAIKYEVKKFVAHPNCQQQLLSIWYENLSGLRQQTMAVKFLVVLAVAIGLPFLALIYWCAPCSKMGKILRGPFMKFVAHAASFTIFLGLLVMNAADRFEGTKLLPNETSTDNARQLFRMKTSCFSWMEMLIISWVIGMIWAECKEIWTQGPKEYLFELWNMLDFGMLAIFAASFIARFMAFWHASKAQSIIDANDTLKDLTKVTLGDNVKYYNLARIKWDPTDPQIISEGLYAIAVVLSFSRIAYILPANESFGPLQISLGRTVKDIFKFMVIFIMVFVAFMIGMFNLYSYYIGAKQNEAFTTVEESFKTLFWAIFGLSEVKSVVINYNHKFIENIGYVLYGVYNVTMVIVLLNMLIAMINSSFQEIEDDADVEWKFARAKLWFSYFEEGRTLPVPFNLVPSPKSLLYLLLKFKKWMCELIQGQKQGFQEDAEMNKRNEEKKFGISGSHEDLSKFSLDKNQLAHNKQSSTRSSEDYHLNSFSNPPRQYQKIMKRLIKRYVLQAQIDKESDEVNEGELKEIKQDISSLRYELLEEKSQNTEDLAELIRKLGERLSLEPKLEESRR
MrgX1 ag: agonists of human MrgX1 receptor, primary screen, HEK293 cells, Fluo-4 calcium flux; Fluo-4 calcium fluorescence, agonist mode; stronger effect = higher value; B-score at 10 µM; actives 0.44% (n = 310,000); AID 588627, 2011;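 active = calcium response B-score plate-corrected fluorescence ratio at least 3 library SD, with starting fluorescence B-score inside 5 SD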
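Material – MrgX1-expressing HEK293 cells · Input – 15,000 cells seeded per well · Dosing – compound as first of three additions · Times – overnight seeding, then 1 h dark dye loading · Measured by – kinetic Fluo-4 NW fluorescence of intracellular calcium · Read-out – B-scored fluorescence response ratio · Benchmarks – positive and negative control wells on each plate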
TRPC4 block: inhibitors of mouse TRPC4 channel, primary screen, Fluo4 calcium, HEK293 TRPC4beta/mu-opioid cells. actives 0.39% (n = 300,000). DAMGO-evoked Fluo4 calcium flux; stronger effect = lower value. Short transient receptor potential channel 4 (Mus musculus), Q9QUQ5. B-score at 10 µM;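 active = B-score over 3 SD under the library average, no early fluorescence shift, positive overall ratio signal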
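Assay system: HEK293 cells with stable TRPC4beta plus mu-opioid receptor expression. Dosing: single dose. Measured by: Fluo4 Ca2+ flux fluorescence. Also added: DAMGO in two steps, submaximal then maximal. Read-out: B score from integrated Fluo4 fluorescence ratio.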
RGS4 block: RGS4 inhibitors, primary screen, cell-based, HEK293 M3R inducible RGS4, calcium flux; actives 0.45% (n = 310,000); AID 463165, 2010; Regulator of G-protein signaling 4 (Homo sapiens), P49798; B-score at 10 µM; Fluo-4 calcium flux; stronger effect = higher value; triggered by carbachol at its EC20;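 active = B-score, a plate-corrected calcium signal, over three deviations above library mean, with baseline fluorescence within five deviations of library mean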;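 also: RGS4 expression induced by doxycycline in cells with stable M3 receptor; B-score is computed from the integrated fluorescence ratio over baseline after carbachol; higher B-score means a larger calcium signal and so more RGS4 inhibition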
MrgX1 allo act: positive allosteric modulators of MrgX1, primary screen, HEK293 cells, Fluo-4 calcium flux; Mas-related G-protein coupled receptor member X1 (Homo sapiens), Q96LB2; FDSS; stronger effect = higher value; B-score at 10 µM; actives 0.63% (n = 310,000); AID 588675, 2011;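 active = plate-corrected calcium response at least 3 library SD above typical, normal starting fluorescence, not activating the receptor alone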;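 also: compound read alongside a low EC10 to EC30 dose of BAM8-22 agonist; peak minus trough fluorescence over baseline measured at the second addition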
Platelet DG rel: inhibitors of platelet dense granule secretion, primary screen, cell-based, MLPCN, human platelets | human platelet-rich plasma, SFLLRN dense granule ATP release, luminescence | actives 0.22% (n = 300,000) | inhibition, %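 (compounds screened at 7.5 µM in platelet-rich plasma)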;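 active = mean replicate score, as percent of positive control, at or above 50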
TRPC6 activator: mouse TRPC6 channel activators, primary screen, cell-based, HEK293, membrane potential dye. Short transient receptor potential channel 6 (Mus musculus), Q61143. HEK293-TRPC6 membrane potential dye fluorescence; stronger effect = higher value. B-score at 10 µM. actives 0.13% (n = 310,000);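 active = B-score of the integrated fluorescence ratio above library mean plus 3 SD, and starting fluorescence ratio within library mean plus 5 SD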;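 also: higher score means more depolarization so channel activation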
* = called active by the depositor; i = inactive; · = no result given. No enrichment for hits; about 6.1% have a hit in one of these screens.

SMILES	RGS4 pot	SKKanGAS inh	MrgX1 antag	HIF act	TRPC6 inhibitor	MrgX1 ag	TRPC4 block	RGS4 block	MrgX1 allo act	Platelet DG rel	TRPC6 activator
Nn1c(SCC(=O)Nc2ccc3c(c2)OCO3)nnc1C1CC1	i	-8	i	0.8	i	i	i	i	i	-1	i
CC(C)NC(=S)Nc1cccc2cnccc12	i	3	-5*	0.1	i	i	i	i	i	-2	i
CCOc1ccc(NC(=O)C(Cc2ccccc2)N2C(=O)c3cccc4cccc(c34)C2=O)cc1 (configuration not stated)	i	-8	i	-0.8	i	i	i	i	i	4	i
CCOc1ccc(OCC(=O)c2c(O)c3ccccc3oc2=O)cc1	i	0	i	-0.5	i	i	i	i	i	-3	i
Cc1ccc(C(=O)N/C(=C\c2ccco2)C(=O)NCCCn2ccnc2)cc1	i	-4	i	-0.1	i	i	i	i	i	-7	i
CCc1c(C)c2cc(Cl)c(O)c(CN(CC)CC)c2oc1=O	i	-6	i	-0.2	i	i	i	i	i	2	i
CN(C1CCCCC1)S(=O)(=O)c1cc2c(cc1Cl)NC(=O)CO2	i	10	i	-0.5	i	i	i	i	i	-8	i
COc1ccc(OC(C)C(=O)Nc2ccccc2F)cc1 (configuration not stated)	i	0	i	-0.4	i	i	i	i	i	1	i
CCN(CC)c1nc(C)nc2c1cnn2CCc1ccccc1	i	-5	i	2.1	i	i	i	i	i	-2	i
O=C(NC(C(=O)N/N=C/c1c2ccccc2cc2ccccc12)c1n[nH]c(=O)c2ccccc12)c1ccccc1 (configuration not stated)	i	10	i	-0.1	i	i	i	i	i	-3	i
O=C(NCC(c1ccco1)N1CCc2ccccc21)C(=O)Nc1ccccc1F (configuration not stated)	i	3	i	-0.9	i	i	i	i	i	·	i
Cc1ccc(-c2cc(-c3ccccc3)c(C#N)c(N)n2)o1	i	10	i	0.0	i	i	i	7.7*	i	-1	i
COc1cc(C(=O)O)nc2ccccc12	i	-2	i	-0.3	i	i	i	i	i	1	i
CCOC(=O)C1CCN(C(=O)C2CCN(S(=O)(=O)c3cccc4nsnc34)CC2)CC1	i	2	i	0.0	i	i	i	i	i	-2	i
Cc1ccc(NC2CCCN(C(=O)c3ccc(C)c(N4CCNC4=O)c3)C2)cc1C (configuration not stated)	i	1	i	-0.3	i	i	i	i	i	3	i
COc1ccc2ccccc2c1/C=N/NC(=S)Nc1cc(S(=O)(=O)N2CCOCC2)ccc1N1CCOCC1	i	22	i	1.1	i	i	i	i	i	-14	i
CCN=C1S/C(=C\c2ccc(OC)c(OCC)c2)C(=O)N1CC	i	-10	i	-0.7	i	i	i	i	i	-23	i
CCCn1c(=N)c(C(=O)NC2CCCC2)cc2c(=O)n3cccc(C)c3nc21	i	-5	i	-0.1	-6.8*	i	i	i	i	-1	i
CCc1nnc(NC(=O)COc2ccc3ccccc3c2)s1	i	-9	i	0.4	i	i	i	i	i	-10	i
CCOC(=O)c1ccc(NC2=CC(=O)CC(c3ccco3)C2)cc1 (configuration not stated)	i	1	i	0.5	i	i	i	i	i	-6	i
CN(C)c1ccc(C(CNC(=O)c2ccc(F)cc2)c2c[nH]c3ccccc23)cc1 (configuration not stated)	i	7	i	0.6	i	i	i	i	i	-1	i
COc1ccc(C(NC(=O)c2cccc(F)c2)c2ccccc2)cc1 (configuration not stated)	i	-2	i	-0.1	i	i	i	i	i	6	i
CN1CCN(S(=O)(=O)c2ccc(NC(=O)c3ccc([N+](=O)[O-])cc3)cc2)CC1	i	2	i	0.1	i	i	i	i	i	-2	i
CCC(CC)COC(=O)C1=C(C)NC(=O)NC1c1ccc(OC)cc1 (configuration not stated)	i	0	i	-0.9	i	i	i	i	i	-4	i
CC(C)(C)C(=O)CSc1nc(N)cc(=O)[nH]1	i	-1	i	0.4	i	i	i	i	i	-3	i
COc1cc2ncnc(NCc3ccccc3)c2cc1OC	i	2	i	0.4	i	i	i	i	i	1	i
CCN(CC(=O)Nc1ccccc1OC)CC(=O)Nc1c(Cl)ccc(C)c1Cl	i	·	i	·	i	i	i	i	i	·	i
CCOC(=O)c1cccc(-n2c(-c3ccc(OC)cc3)nc3nc4ccccc4nc32)c1	i	29	·	-0.5	i	·	i	i	·	-9	i
CCCc1nc2ccccc2c(C(=O)OCC(=O)Nc2cccc(S(=O)(=O)N3CCOCC3)c2)c1CC	-8.9*	19	i	-0.2	i	i	i	i	i	-2	i
Cc1cccc(C(=O)N2CCC(c3nc(-c4ccc(S(=O)(=O)N5CCOCC5)cc4)no3)CC2)c1	i	7	i	0.0	i	i	i	i	i	-7	i
COC(=O)C(CCSC)NC(=O)c1cc2c(n(-c3ccccc3)c1=O)CC(C)(C)CC2=O (configuration not stated)	i	1	i	-0.5	i	i	i	i	i	6	i
CCOC(=O)c1c(-c2ccc(OC)cc2)csc1NC(=O)CSc1ccccc1	i	8	i	-0.3	i	i	i	i	i	9	i
O=S(=O)(NCC1CCCO1)c1ccc(S(=O)(=O)N(Cc2ccc(F)cc2)Cc2ccco2)cc1 (configuration not stated)	i	5	i	0.0	i	i	i	i	i	-7	i
Cc1c(NC(=O)CCCCCN2C(=O)c3ccccc3C2=O)c(=O)n(-c2ccccc2)n1C	i	-6	i	-0.7	i	i	i	i	i	-6	i
COc1ccccc1N(CC(=O)NCC1CCCO1)C(=O)CNS(=O)(=O)c1ccc(Cl)cc1 (configuration not stated)	i	0	i	-0.4	i	i	i	i	i	-4	i
O=Cc1c(Sc2ccccn2)nc2ccccn2c1=O	i	-2	i	0.5	i	i	i	i	i	-5	i
CCn1c(SCC(=O)N=Nc2c(O)[nH]c3ccccc23)nc2ccccc21	i	-5	i	-31	i	i	i	i	i	-32	i
C=CCSc1nc2sc(C)c(C)c2c(=O)n1CC=C	i	9	i	0.2	i	i	i	i	i	-4	i
CCOc1ccc(NC(=O)CCC(=O)O)cc1	i	-2	i	-0.5	i	i	i	i	i	10	i
CCn1c(=S)sc2c(=O)n(CC(=O)Nc3ccccc3)c(C)nc21	i	1	i	-0.1	i	i	i	i	i	3	i
O=C(COC(=O)c1ccccc1SCC(=O)N1CCCC1)NC1CCS(=O)(=O)C1 (configuration not stated)	i	-1	i	-0.3	i	i	i	i	i	1	i
O=C(Nc1ccccc1N(C(=O)c1ccco1)S(=O)(=O)c1cccs1)c1ccco1	i	-1	i	-0.2	i	i	i	i	12*	-9	i
Cc1ccc2c(c1)-c1c(cnn1CC(=O)Nc1ccccc1N1CCN(C)CC1)CO2	i	4	i	0.4	i	i	i	i	i	-9	i
COc1ccc(/C=C/C(=O)OCCNC(=O)c2ccncc2)cc1OC	i	-6	i	-0.5	i	i	i	i	i	7	i
COc1ccc(NC(=O)NNC(=O)c2cc3ccccc3cc2O)cc1	i	3	i	-0.1	i	i	i	i	i	-17	i
OCC[C@@H]1C[C@@H](O)[C@H](O)[C@@]2(CCCCO2)O1	i	-1	i	-0.6	i	i	i	i	i	-3	i
CC(C)C1Oc2ccccc2N(CC(=O)N(C)C2CCCCC2)C1=O (configuration not stated)	i	-3	i	-0.4	i	i	i	i	i	-5	i
COc1ccc(-c2nnc(SCC(=O)Nc3cccc(Cl)c3)o2)cc1	i	5	i	2.2	i	i	i	i	i	-2	i
Cc1ccc(Cl)cc1N1CCN(Cc2cc3c(cc2O)CCC3)CC1	i	-3	i	0.1	i	i	i	i	i	10	i
Cc1occc1C(=O)Nc1cc(C(F)(F)F)ccc1Cl	i	-9	i	-0.4	i	i	i	i	i	-3	i
CN1/C(=C\C(=O)COC(=O)c2ccc(O)cc2)C(C)(C)c2ccccc21	i	2	i	-0.1	i	i	i	i	i	1	i
Cc1cc(C)cc(NS(=O)(=O)c2ccc3[nH]c(=O)ccc3c2)c1	i	5	i	1.5	i	i	i	i	i	1	i
COc1ccc(S(=O)(=O)N2CCNCC2)cc1OC	i	-2	i	-0.3	i	i	i	i	i	-5	i
CCCc1nc2ccc(NC(=O)c3ccco3)cc2c(=O)n1Cc1ccc(Cl)cc1	i	12	-6.7*	1.3	i	i	i	i	i	-1	i
CN(C)CCCCOc1ccc(Br)cc1Cl	i	-2	i	1.0	i	i	i	i	i	-2	i
COc1ccc(CNC(=O)Nc2ccc(C)c(C)c2)cc1	i	5	i	0.4	i	i	i	i	i	3	i
CN1CCN(CC(=O)Nc2ccc(S(=O)(=O)N(C)C)cc2)CC1	i	-7	i	1.7	i	i	i	i	i	8	i
O=C(CSc1ncn[nH]1)Nc1ccnc2ccccc12	i	-3	i	-0.1	i	i	i	i	i	-15	i
O=C(COC(=O)Cn1cnc2ccccc21)Nc1cccc2c1C(=O)c1ccccc1C2=O	i	3	i	-0.4	i	i	i	i	i	1	i
CSc1cccc(NC(=O)Nc2ccccc2C(N)=O)c1	i	-13	i	-18	i	i	i	i	i	-6	i
O=C(CN1CCN(Cc2ccccc2)CC1)Nc1ccc(F)c(F)c1	i	-5	i	0.2	i	i	i	i	i	-2	i
CCOC(=O)c1cnc2c(OC)cccc2c1Oc1ccccc1	i	-7	i	-0.5	i	i	i	i	i	-2	i
